# C-LANA FP: inhibitors of KSHV C-LANA binding to DNA, primary screen, biochemical, fluorescence polarization, FAM-LBS DNA, MBP-C-LANA, single point; inhibition, % at 9 µM; 340,000 tested, 0.078% active; Kaposi's sarcoma herpesvirus LANA C-terminal domain (residues 932-1162) DNA binding;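 active = highest replicate inhibition at or above 60% at 9 µM, even if other replicates fall short; inactive = all replicates below 60% inhibition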;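 also: 0% = neutral control wells and 100% = 4 µM acridine orange control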
# MOR-DOR ag: agonists of OPRM1-OPRD1 heterodimerization, primary screen, cell-based, luminescence; cells; Mu-type opioid receptor (Homo sapiens) + Delta-type opioid receptor (Homo sapiens), …; 340,000 tested, 0.3% active; activation, % at 9.3 µM; in the data active = activation above about 18%;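 also: 0% = vehicle-treated cells and 100% = reference agonist; values of inactives mirror those of a sister screen read the other way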
# Pemphigus Ab inh: inhibitors of pemphigus antibody binding to DSG3, primary screen, biochemical, bead-based, flow cytometry, scFv-GFP; binding (percent of control), % at 10 µM; Desmoglein-3 (Homo sapiens), P32926; DSG3-coupled beads, scFv-anti-DSG3-GFP binding; stronger effect = lower value; 310,000 tested, 0.48% active;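 active = binding more than 3 SD below its plate's average and above zero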;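 also: hits lower antibody fragment binding to DSG3; some compounds called inactive have numbers as strong as hits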
# Arr AP2 block: inhibitors of beta-arrestin/AP2 binding, primary screen, biochemical, GPCR trafficking, flow cytometry; inhibition, % at 10 µM; beta-arrestin 1 C-terminal peptide binding to AP2 beta2-adaptin appendage (human); 340,000 tested, 0.31% active; FITC-arrestin peptide / GST-AP2 beads; AP2 beta2 appendage carries R879A mutation; AID 504490, 2011;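 active = inhibition above a set limit, near 3 SD of compounds lacking own fluorescence, cut at about 54% in these data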;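 also: plate controls were DMSO wells for no effect and 5 µM unlabelled arrestin peptide for full effect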
#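 test system = AP2 appendage R879A on GSH beads | buffer or medium = PBS plus Tween 20 (0.05%) and BSA (0.1%) | incubation = 12 min plus 1 h, RT | detection = bead flow cytometry, FITC channel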
# Keap1 Nrf2 FP: Keap1-Nrf2 protein-protein interaction inhibitors, primary screen, biochemical, fluorescence polarization, single point; Kelch-like ECH-associated protein 1 (Homo sapiens), Q14145; Keap1 Kelch-Nrf2 peptide fluorescence polarization, 1536-well; inhibition, % at 9.4 µM; 340,000 tested, 0.15% active; AID 504523, 2011; in the data active = inhibition above about 12%;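 also: human Keap1 Kelch domain with fluorescein labeled Nrf2 9mer peptide probe; 0% = neutral control wells and 100% = peptide positive control; higher means more block of Keap1 binding to Nrf2 peptide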
# Target sequence (Q14145 whole entry, looked up, the tested form may be a part): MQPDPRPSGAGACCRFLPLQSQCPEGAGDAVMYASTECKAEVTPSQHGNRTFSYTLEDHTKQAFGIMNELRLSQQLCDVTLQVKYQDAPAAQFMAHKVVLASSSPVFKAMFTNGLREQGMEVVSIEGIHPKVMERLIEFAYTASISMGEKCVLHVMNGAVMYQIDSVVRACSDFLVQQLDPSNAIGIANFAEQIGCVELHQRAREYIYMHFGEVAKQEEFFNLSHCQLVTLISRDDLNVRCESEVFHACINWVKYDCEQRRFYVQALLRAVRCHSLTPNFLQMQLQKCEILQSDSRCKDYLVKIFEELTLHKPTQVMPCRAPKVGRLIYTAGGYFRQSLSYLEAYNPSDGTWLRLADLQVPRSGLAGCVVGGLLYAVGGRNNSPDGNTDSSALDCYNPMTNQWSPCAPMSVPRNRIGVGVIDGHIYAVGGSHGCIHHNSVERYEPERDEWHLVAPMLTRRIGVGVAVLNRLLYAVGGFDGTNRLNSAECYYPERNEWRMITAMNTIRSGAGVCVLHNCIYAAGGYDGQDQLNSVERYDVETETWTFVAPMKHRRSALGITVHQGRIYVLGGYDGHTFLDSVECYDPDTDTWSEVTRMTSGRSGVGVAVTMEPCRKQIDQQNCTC
# cardiac RTF act: cardiac RTF calcium sensitivity activators, primary screen, biochemical, IANBD-TnC fluorescence, EC20 calcium; Troponin I, cardiac muscle (Homo sapiens) + Troponin T, cardiac muscle (Homo sapiens) + …; IANBD-labeled TnC RTF fluorescence at EC20 calcium; 0% EC20 calcium, 100% full calcium; activation, % at 7.2 µM; 340,000 tested, 0.24% active; AID 493008, 2010;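 active = activation above the mean over all tested compounds plus 3 SD, cut at about 30% in these data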;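 also: rise in fluorescence read as greater calcium sensitivity of cardiac thin filaments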
# MOR-DOR inv ag: inverse agonists of MOR-DOR heterodimerization, primary screen, cell-based, luminescence; 340,000 tested, 0.21% active; inhibition, % at 9.3 µM; cell-based MOR-DOR heterodimer luminescence, inverse agonism; AID 504357, 2011; Mu-type opioid receptor (Homo sapiens) + Delta-type opioid receptor (Homo sapiens), …; in the data active = inhibition above about 22%, passing the limit was not always enough;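 also: 0% = cells with DMSO and 100% = wells without cells with DMSO; values of inactives mirror those of a sister screen read the other way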
# Wnt act: Wnt/beta-catenin pathway activators, primary screen, cell-based, plate reader, single point; Wnt/beta-catenin reporter cell assay, activator; activation, % at 9.35 µM; 300,000 tested, 1.2% active; AID 743398, 2014; in the data active = activation above about 30%, passing the limit was not always enough;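 also: 0% = neutral control wells and 100% = positive control wells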
# RTF Ca sens inh: cardiac RTF calcium sensitivity inhibitors, primary screen, biochemical, IANBD-TnC fluorescence, EC70 calcium; Troponin I, cardiac muscle (Homo sapiens) + Troponin T, cardiac muscle (Homo sapiens) + …; 340,000 tested, 0.12% active; AID 493244, 2011; inhibition, % at 7.15 µM; IANBD-labeled cardiac RTF, Ca2+ fluorescence;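 active = inhibition above the mean inhibition of all tested compounds plus 3 SD, cut at about 17% in these data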;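 also: assay run at fixed EC70 calcium of 1.6 mM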
# V-ATPase pHluor: regulators of yeast V-ATPase proton pumping, primary screen, pHLuorin cytosolic pH fluorescence; S. cerevisiae; 350,000 tested, 0.37% active; response, % at 10 µM; AID 504577, 2011; in the data active = response mostly above about 7.3%, no sharp cut-off; inactive = mostly below about 5.4%; also: actives read high; inactives centre near 0; some compounds called inactive have numbers as strong as hits; reference of the scale not given here
# An asterisk follows results filed as active; i = inactive; / = no result given. Compounds were not picked by outcome. About 3.1% of those tested had a hit in this group.
SMILES,C-LANA FP,MOR-DOR ag,Pemphigus Ab inh,Arr AP2 block,Keap1 Nrf2 FP,cardiac RTF act,MOR-DOR inv ag,Wnt act,RTF Ca sens inh,V-ATPase pHluor
O=S(=O)(O)c1cccc2c(N=Nc3ccc(O)c4ncccc34)cccc12,47.8,-2.3,89.3,3.1,5.4,-39.5,13.4,/,36.8*,2.9
Cc1ccc(S(=O)(=O)c2cc3ccc(O)cc3oc2=O)cc1C,-1.1,0.6,106.6,29.0,1.6,-5.0,-2.9,0.8,-6.5,-2.8
Cc1cc2cc(CNC(=S)Nc3ccc(OC(F)(F)F)cc3)ccc2n1C,0.3,-0.5,94.3,26.6,3.0,-2.4,2.4,-3.8,11.8,2.7
Cc1cc(Oc2ccc(C#N)cc2)nc(N2CCOCC2)n1,0.7,-4.1,105.3,13.5,-2.5,-1.7,20.2,/,-5.3,-1.5
COCCN(C(=O)c1csnn1)C(C(=O)NC1CCCC1)c1ccccc1 (centres undefined),-0.8,-2.6,96.5,15.3,-0.4,0.6,14.3,1.7,7.4,-2.3
COc1cc(NC(=O)Cn2ccsc2=N)c(C)cc1[N+](=O)[O-],-0.5,-1.4,99.2,0.7,-0.8,3.5,6.5,-0.7,-11.8,-2.5
COC(=O)c1sccc1-n1cccc1C(=O)C(=O)Nc1ccc(F)cc1,0.9,-0.7,112.3,16.8,6.6,-1.6,3.6,-1.3,-6.7,-2.6
COc1ccc(NC2CCCN(C(=O)C3(C)CCCCC3)C2)cc1OC (centres undefined),-0.8,1.3,116.0,7.6,-5.1,3.5,-6.7,-2.0,-1.1,-2.1
Cc1csc(NC(=O)CSc2nc3ccccc3c3c2CCCC3)n1,-0.2,-0.8,110.7,-1.9,2.0,5.0,3.8,0.2,-11.3,1.0
COc1c(C)cc(C(=O)C2CCCN(C(=O)Cn3ccc(C)n3)C2)cc1C (centres undefined),-0.9,-1.0,109.3,-10.3,-5.0,1.8,5.4,-0.8,-9.4,0.2
Cc1ccc2cc(CN(CC3CCCO3)C(=O)C(C)C)c(=O)[nH]c2c1 (centres undefined),0.1,-0.2,91.0,3.4,2.6,0.4,1.2,/,-3.6,-1.0
COc1cc(/C=C/c2ccc3cccc(O)c3n2)cc(OC)c1OC,1.7,-3.2,99.5,-8.1,3.6,4.9,14.3,64.8*,-5.3,-1.0
COC(=O)c1ccc(CNC(=O)c2c3c(nc4ccccc24)CCN(Cc2ccccc2)C3)cc1,0.1,-1.0,107.2,-31.5,-2.2,4.3,4.3,/,-3.4,2.5
CC1C(=O)N2CCCc3cc(S(=O)(=O)N(C)CCC#N)cc1c32 (centres undefined),0.5,-2.3,/,-10.0,1.0,-3.3,11.9,0.4,-7.2,0.9
Cn1c(=O)[nH]c(=O)c2c1nc(Br)n2CCC(=O)c1ccccc1,-1.6,-0.2,104.6,30.4,5.2,-1.8,1.3,-1.2,-11.7,0.0
O=C(NCCc1c[nH]c2ccccc12)C1CCC(Cn2c(=S)[nH]c3ccccc3c2=O)CC1 (centres undefined),-0.6,1.0,92.5,-6.5,-5.6,3.3,-5.2,-7.3,-4.8,6.0
CN(C)S(=O)(=O)N1CCN(CC(O)COc2ccc(C(=O)c3ccccc3)cc2)CC1 (centres undefined),0.5,1.1,/,-1.9,-2.5,-2.9,-4.9,-1.9,-9.3,-6.9
COc1ccc(/C=C/c2c(-c3ccc(OC)cc3)oc3cccnc23)cc1,-1.4,-1.1,94.1,-0.5,-8.6,7.4,6.0,-0.1,-5.4,-0.3
O=C(C[n+]1cc(-c2ccc(F)cc2)n2c1CCC2)N1c2ccccc2Sc2ccccc21,0.7,0.2,109.2,-1.2,-6.8,12.9,-1.2,15.5,-0.7,-0.4
Cc1nc(C)n(CC(=O)N2CCCC(C(=O)c3ccc(C(F)(F)F)cc3)C2)n1 (centres undefined),-0.6,-1.3,85.4,-6.0,-1.5,0.3,8.1,3.7,-3.8,3.6
O=C(O)c1cccc(S(=O)(=O)Nc2ccc(O)cc2Sc2nc3ccccc3s2)c1,1.0,-1.6,108.3,29.8,-14.3,-3.2,8.3,-3.4,20.3*,3.3
COc1ccccc1CNC(=O)CC1C(=O)NCCN1C1Cc2ccccc2C1 (centres undefined),0.0,3.5,97.6,27.6,-0.1,6.5,-18.7,-1.0,-7.5,-0.5
CCC(=O)Nc1c2c(nn1-c1cccc(Cl)c1)CS(=O)(=O)C2,-0.4,-3.5,100.8,-7.4,-1.5,-0.7,18.1,0.1,-4.8,2.2
Cc1cc(NS(=O)(=O)c2ccc(NC(=O)Cc3ccccc3)cc2)nc(C)n1,-0.4,-1.5,95.5,-4.1,-4.5,-7.8,10.8,1.0,3.5,0.4
CC(C)(C)C(=O)Nc1cccc(-c2ncon2)c1,-3.2,-2.9,/,5.8,-0.7,2.5,14.3,-2.7,6.6,2.2
COC(=O)C1=C(C)N(Cc2ccccc2)C(=S)N[C@H]1c1cccc(F)c1,-0.2,0.5,99.2,36.2,1.0,-9.1,-3.1,-3.7,1.1,3.2
Cc1cc(-c2n[nH]c(=S)n2/N=C/c2cccc([N+](=O)[O-])c2)n[nH]1,-2.5,1.4,95.6,5.4,1.1,9.8,-7.2,0.6,1.9,2.8
COc1ccc(C2NCCO2)cc1OC (centres undefined),-0.8,-2.2,/,21.2,-0.3,-3.5,13.6,2.5,11.3,1.3
CCCC(=O)Nc1ccc(C(=O)COC(=O)C2=COCCO2)cc1,-2.3,-0.3,101.8,30.3,1.6,-1.8,2.0,10.6,-11.0,1.2
Cc1ccccc1OCC(=O)NCCCNC(=O)c1ccncc1,-1.9,0.6,99.0,-6.4,-1.2,6.0,-4.1,-2.0,-3.4,4.2
O=C(Nc1ccccc1)Nc1ccc2ccccc2n1,-1.7,4.8,105.2,-5.0,0.3,-1.1,-21.5,6.9,-6.1,-2.5
O=C(Nc1cccc2ccccc12)OCc1ccccc1,1.5,6.6,86.2,2.5,-3.7,1.4,-34.6,4.0,2.0,-1.1
Cc1ccc(C)c(S(=O)(=O)c2c[nH]c(=S)[nH]c2=O)c1,-0.5,-3.6,105.4,-2.6,-4.6,-1.5,18.6,12.7,-4.3,0.3
O=C(Nc1cccc(C(F)(F)F)c1)/C(=C\c1ccco1)NC(=O)c1cccs1,-2.1,-0.6,109.3,0.0,-3.9,-9.7,3.3,-2.6,3.5,-2.0
O=C(NCc1cccs1)C1CCN(S(=O)(=O)c2cccc3cccnc23)CC1,-1.1,-0.2,106.5,7.2,2.5,7.5,1.1,-2.2,-0.8,2.7
CC(=O)c1cccc(N(CC(=O)N2CCOCC2)S(C)(=O)=O)c1,-0.5,-1.9,100.7,-4.4,-0.7,1.9,11.0,/,-0.1,-2.8
COc1ccc(CCNC(=O)C/C(C)=N/NC(=O)c2ccc(Cl)cc2Cl)cc1OC,-0.1,-3.5,/,-10.0,2.7,-7.4,18.8,-3.5,-0.1,1.2
Cc1ccc(OCC(=O)NNC(=O)c2ccc3c(=O)n4c(nc3c2)CCC4)cc1,-3.8,-1.2,102.2,35.6,-2.5,-4.8,6.4,-0.2,0.6,1.1
CCc1cccc(C)c1NC(=S)NCC(c1cccnc1)N(C)C (centres undefined),0.4,139.0*,87.6,-0.4,-1.2,-1.4,i,-2.8,-7.2,2.1
Cc1ccc(S(=O)(=O)c2c(C)cc(C)[nH]c2=O)cc1,-0.4,-3.3,101.9,-11.6,-3.3,-1.4,15.1,-0.7,5.4,2.6
COc1cccc(CNc2ccc(S(=O)(=O)N3CCN(C)CC3)cn2)c1,-1.3,-1.9,97.5,-4.6,2.1,-4.0,7.5,-4.4,0.0,-0.2
COCCn1c(C)cc(C(=O)COC(=O)c2ccc(NC(=O)CC#N)cc2)c1C,0.4,-1.1,93.0,-11.5,-4.5,-1.9,5.2,/,-9.3,0.2
CCN(CC)S(=O)(=O)c1ccc(N2CCOCC2)c(NC(=O)C23CC4CC(CC(Cl)(C4)C2)C3)c1,-2.0,-0.2,107.7,-5.4,-8.2,12.2,1.3,-11.1,5.9,1.4
CN(CCNS(=O)(=O)c1ccc2c(c1)oc(=O)n2C)Cc1ccccc1,1.5,0.2,100.8,2.1,0.4,-2.8,-1.4,-3.9,0.0,-2.8
COc1ccc(OC)c2sc(NNC(=O)C3COc4ccccc4O3)nc12 (centres undefined),0.4,-3.5,96.7,-19.2,-3.2,1.1,17.3,-0.6,-15.9,-2.5
CN(CC(=O)Nc1c(Cl)cccc1Cl)C(=O)c1ccccc1Cc1ccccc1,0.4,-2.4,100.8,5.0,4.1,-5.0,12.6,0.2,10.3,0.5
O=C(Cc1c(C(=O)O)[nH]c2ccccc12)NCCN1CCN(c2cccc(Cl)c2)CC1,1.3,-2.7,107.7,-0.4,-4.4,-4.1,11.4,-1.8,-3.6,-2.5
COC(=O)[C@H](CCSC)NC(=O)Nc1ccc(C)c(C)c1,-0.8,-2.9,103.4,8.8,0.2,-1.9,16.1,/,-0.4,-4.5
O=C(/C=C/c1ccc(Cl)c(Cl)c1)N1CCc2ccccc21,-2.8,-0.2,121.6,-12.9,-4.5,4.2,1.2,24.8,-0.5,-2.8
Cc1nn(Cc2ccc(Cl)cc2)c(C)c1NC(=O)CCCn1nc(C)c([N+](=O)[O-])c1C,-0.8,-0.5,89.1,29.5,-1.8,-3.7,2.4,-7.7,1.1,3.1
COc1ccccc1CNC(=O)c1ccc(CS(=O)(=O)c2ccccc2C)o1,-1.2,-3.0,/,4.0,5.0,2.8,16.0,0.9,-2.1,4.4
COC(=O)CCc1c(C)nc(N)[nH]c1=O,0.8,-2.1,99.7,-2.2,-2.9,-0.8,11.9,/,1.1,0.1

# Pulled one by one from the entries so far, 2 records:
SMILES,C-LANA FP,MOR-DOR ag,Pemphigus Ab inh,Arr AP2 block,Keap1 Nrf2 FP,cardiac RTF act,MOR-DOR inv ag,Wnt act,RTF Ca sens inh,V-ATPase pHluor
Cc1cc2cc(CNC(=S)Nc3ccc(OC(F)(F)F)cc3)ccc2n1C,0.3,-0.5,94.3,26.6,3.0,-2.4,2.4,-3.8,11.8,2.7
COc1ccc(/C=C/c2c(-c3ccc(OC)cc3)oc3cccnc23)cc1,-1.4,-1.1,94.1,-0.5,-8.6,7.4,6.0,-0.1,-5.4,-0.3

# High-throughput results as filed in PubChem.
